Compound activity from PubChem BioAssay.
HCV inhibitor: qHTS Assay for Inhibitors of Hepatitis C Virus (HCV) | Huh7.5.1 HCVcc-Cre infection, luciferase reporter, 44 h | Potency, µM (doses to about 41.8 µM), for inactives: at the highest dose activity change, negative = inhibition, usual class: inhibitors | actives 3.4% (n = 340,000) | AID 651820, 2012
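Antiviral activity was scored by luciferase reporter output from cells infected with HCVcc-Cre (~0.5 moi) in presence of compound, 44 h infection period, cells seeded 1,000/well 4 h prior.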
Tb PYK inh: qHTS of Trypanosoma Brucei Inhibitors; actives 0.12% (n = 410,000); Potency, µM (doses to about 76.8 µM), without a hit: at the top dose activity, negative = inhibition, most hits filed as inhibitors; TbPYK enzyme, Kinase-Glo Plus ATP luminescence, 45 min; also: nearly all actives have a fitted effect of over 50% in size
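Glycolytic pyruvate kinase of T. brucei was incubated with substrate, test compound and 130 uM ADP for 45 minutes at room temperature. Luminescent Kinase-Glo Plus signal was measured after 10 minutes.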
* marks the source's active call; other numbers are inactive results; ? = inconclusive; [ ] = remark or other dose. Calls follow the shape of the dose curve; as a rule, active = well fitted curve in the direction sought with a large enough effect; inconclusive = small, poorly fitted or top-dose-only effect, or another doubt; inactive = no such curve, though single readings can be large; an effect the other way counts as inactive or inconclusive. % is scaled to controls: 0 for no effect and ±100 for the full control effect; potency is read from the fitted curve at half-maximal effect. Not all compounds are listed. The share of hits here may be higher or lower than overall.

Start of the data: the first 2 records, to show the layout:
Compound | HCV inhibitor | Tb PYK inh
Cc1ccc(C2=NOC(c3nnc(-c4ccccc4)o3)C2)cc1 (stereo unspecified) | 10% | 2%
Cc1ccc(NC(=O)c2ncn(CCCNCc3ccccn3)n2)cc1C | 43%[activator] | -5%

Main list, repeating the preview:
Compound | HCV inhibitor | Tb PYK inh
Cc1ccc(C2=NOC(c3nnc(-c4ccccc4)o3)C2)cc1 (stereo unspecified) | 10% | 2%
Cc1ccc(NC(=O)c2ncn(CCCNCc3ccccn3)n2)cc1C | 43%[activator] | -5%
O=C(Nc1cc(S(=O)(=O)N2CCOCC2)ccc1N1CCOCC1)c1ccc([N+](=O)[O-])s1 | 13µM* | -18%
COc1ccc(-c2noc(CCC(=O)N3CCC(c4cc(C)ccc4C)CC3)n2)cc1 | 12% | 6%
NC(=O)C1CCN(C(=O)C2CCC(=O)N(Cc3ccc(Cl)cc3)C2)CC1 (stereo unspecified) | 31%[activator] | -10%
COC1Cc2ccccc2N(C(N)=O)c2ccccc21 (stereo unspecified) | 0% | -6%
O=C1NC(=O)C(Cc2ccc(Cl)cc2)(c2ccccc2)N1 (stereo unspecified) | -1% | 16%
OC(c1ccccc1)C(O)C(c1ccccc1)N1CCCCC1 (stereo unspecified) | 1% | 0%
COC(=O)c1ccc2c(C)c(C3(O)CCCCC3)[nH]c2c1 | -27% | 0%
Clc1cccc(OCCOCCN2CCNCC2)c1Cl | ? | -1%
O=C1C(=Cc2cccs2)Oc2ccccc21 | -3% | 10%
COc1ccc(/C=N/NC(=O)c2cc(-c3cccc(C)c3)nc3ccccc23)cc1O | -28% | 1%
O=C1CN(C(=O)COC(=O)CCC(=O)c2ccc(Cl)cc2)c2ccccc2N1 | -10% | 1%
COc1cc2c(cc1OC)C13CCN4CC5=CCOC(CC(=O)O)C(C5CC41)C3N2 (stereo unspecified) | 2% | 2%
CCC1(CC)NC(=O)N(CC(=O)Nc2ccc(C)cc2C)C1=O | 16% | -9%
O=C(O)c1ccc2ccc3ccccc3c2c1 | -11% | 3%
COc1ccc(B(O)O)c(CN2CCN(C(=O)OC(C)(C)C)CC2)c1 | 20% | -2%
COc1ccccc1NC(=O)c1cc2c(cc1Cl)N1CCCCCC1=NS2(=O)=O | -20% | 2%
CC1(C)CC2CC(C)(CN2C(=O)COC(=O)c2ccc(NC(=O)CC#N)cc2)C1 (stereo unspecified) | 14% | -1%
COc1ccc2sc(-c3ccccc3OC)c(C#Cc3cncn3C)c2c1 | ? | 7%
Cc1cccc(NC(=O)CSCC(=O)Nc2ccc(N3CCOCC3)cc2N2CCOCC2)c1 | -2% | -9%
CCN(CC)C(=O)[C@H]1CC(CC(=O)NCC23CC4CC(CC(C4)C2)C3)C(=O)N2CCc3c([nH]c4ccc(OC)cc34)[C@]12C (stereo partly specified) | ? | 3%
CCOc1ccccc1C(=O)OCC(=O)NCc1ccc2c(c1)OCO2 | -11% | 4%
Cn1c(-c2ccccc2Br)n[nH]c1=S | 28% | ?
CC[C@@]1(C(=O)OC)N[C@H](CN(C)C(=O)Nc2ccc(F)cc2)[C@@H]2C(=O)N(Cc3ccccc3)C(=O)[C@@H]21 | -5% | 3%
O=C1CCC(C(=O)OCC(=O)Nc2ccc(Cl)cc2C(F)(F)F)=NN1 | 8% | 1%
O=C1C=C(c2cc3ccccc3s2)CCC1 | ? | -2%
O=S(=O)(Nc1nccs1)c1ccc(NS(=O)(=O)c2c(F)cc(F)c(Cl)c2F)cc1 | -1% | 0%
COc1ccccc1CNS(=O)(=O)c1ccc(N2CCCC2)cc1Br | 11µM* | 1%
COC(=O)c1ccc(NC(=O)CN2C(=O)NC3(CCC(C)CC3)C2=O)cc1 (stereo unspecified) | 8% | 1%
O=C(c1ccc(F)cc1)C1CCN(Cc2ccccc2)CC1 | -5% | -1%
CCN(CC)C(=O)[C@H]1C[C@H](CC(=O)NCCCN(C)C)C(=O)N2CCc3c([nH]c4cc(CCC(=O)N(C)C)ccc34)[C@]12C | 2% | -7%
O=C(Cc1ccc(S(=O)(=O)N2CCCC2)s1)Nc1cccc([N+](=O)[O-])c1 | ? | 0%
Cc1cc(Br)cc(C=Nc2ccc(N3CCOCC3)cc2)c1O | 0% | 1%
CN1CCN(c2ccc3c(c2)C2CC3CCN2C(=O)OCc2ccccc2)CC1 (stereo unspecified) | ? | -5%
COc1ccc(NC(C)=O)cc1S(=O)(=O)N1CC=C(c2ccccc2)CC1 | 7% | -3%
COCCN(C(=O)COC(=O)C(C)(C)Oc1ccc(Cl)cc1)c1c(N)n(Cc2ccccc2)c(=O)[nH]c1=O | -11% | 1%
COc1ccc(CNC(=O)c2ccc(N3CCC4(CC3)CC(c3ccc(Cl)cc3)=NO4)c(NC(=O)Cc3ccc(F)cc3)c2)cc1 | 16% | 1%
O=S(=O)(NCCc1ccc(F)cc1)c1ccc(F)cc1Br | -8% | -3%
CC(C)CCC1(C)NC(=O)N(CC(=O)Nc2ccc3c(c2)OCCO3)C1=O (stereo unspecified) | -12% | 2%
CN(c1ccccc1)c1cc(Br)nc(Br)c1 | 6% | 0%
Cc1ccc(S(=O)(=O)N(C)CC(=O)NNC(=O)Cc2ccccc2F)cc1 | -13% | -9%
CCOC(=O)C1CN(Cc2ccccc2)C(=O)C1=O (stereo unspecified) | 6% | -2%
O=C1CCC/C=C\C[C@@H](CC(=O)N(CCO)Cc2ccccc2)C(=O)NCCO1 | -1% | 3%
COC(=O)c1ccc2c(c1C(=O)OC)CN(S(=O)(=O)C(C)(C)C)[C@H]2CCO | 3% | 3%

4 entries from above, set out differently.
Fields: HCV inhibitor | Tb PYK inh
CN1CCN(c2ccc3c(c2)C2CC3CCN2C(=O)OCc2ccccc2)CC1 (stereo unspecified)
 : ? | -5%
COc1ccc(NC(C)=O)cc1S(=O)(=O)N1CC=C(c2ccccc2)CC1
 : 7% | -3%
COCCN(C(=O)COC(=O)C(C)(C)Oc1ccc(Cl)cc1)c1c(N)n(Cc2ccccc2)c(=O)[nH]c1=O
 : -11% | 1%
COc1ccc(CNC(=O)c2ccc(N3CCC4(CC3)CC(c3ccc(Cl)cc3)=NO4)c(NC(=O)Cc3ccc(F)cc3)c2)cc1
 : 16% | 1%

New compounds follow:
Compound | HCV inhibitor | Tb PYK inh
CCCCn1c(N)c(N(C)C(=O)C2CC(=O)N(Cc3ccco3)C2)c(=O)[nH]c1=O (stereo unspecified) | 15% | -4%
C=CC[C@@H](CC(=O)N[C@@H](CO)Cc1ccccc1)C(=O)N[C@@H](COC(=O)[C@@H](CC=C)Cc1ccc(F)cc1)Cc1ccccc1 | ? | -2%
CCOc1ccccc1C=NNC(=O)c1cccc2ccccc12 | ? | -6%
CCOC(=O)[C@H]1[C@H]2COc3ccc(Br)cc3[C@@H]2N2C(=O)N(c3ccc(F)cc3)C(=O)[C@@]12C | ? | -7%
O=C1C=C(c2cc3ccccc3s2)C[C@@H](c2ccc(Cl)cc2)C1 | 5% | -6%
COc1ccc(/C=C/C(=O)N2CCN(S(=O)(=O)c3ccccc3Br)CC2)cc1OC | ? | -1%
CN(CCc1ccccc1)C(=O)c1ccc(NC(=O)Cc2ccc(NC(=O)C3CCCN(C(=O)CCc4ccccc4)C3)cc2)cc1 (stereo unspecified) | 0.56µM* | 2%
COC(=O)C1CCN(C(=O)c2cc(-c3ccco3)nc3ccccc23)CC1 | 3% | 0%
C[C@@H](CN1CCC[C@H]1CN1C(N)=NC[C@@H]1Cc1ccccc1)N1C[C@@H](Cc2ccccc2)N(CCCC2CCCC2)C1=N | ? | -9%
CCOC(=O)CCCCCC(=O)Nc1ccc2c(c1)C(=O)N([C@H](C)CO)C[C@H](C)[C@@H](CN(C)C(=O)Nc1ccc(OC)cc1)O2 | 13% | -2%
O=C(Nc1ccccc1F)C1CCCC1 | 20% | 2%
c1ccc(C(=NNc2nc3ccccc3s2)c2ccccn2)cc1 | 1.6µM* | -3%
COc1cc(NC(=O)c2cc(OC)c(OC)c(OC)c2)c2ncccc2c1 | 10µM* | 11%
O=C1NC2c3c(Cl)sc(Cl)c3C(=O)C2O1 (stereo unspecified) | ? | -25%
Cc1c(NC(=O)c2ccc(Cl)c([N+](=O)[O-])c2)cccc1-n1cnnn1 | 11µM* | -6%
CCOC(=O)c1cc2c(=O)n3cccc(C)c3nc2n(Cc2ccco2)c1=NC(=O)c1ccc(C)cc1 | 15% | -5%
O=C(CC1C[C@H](C(=O)N2CCOCC2)[C@@]2(CCC3CCCC3)c3[nH]c4ccccc4c3CCN2C1=O)NCCc1ccccn1 (stereo partly specified) | 32%[activator] | -2%
O=C(Nc1ccc2c(c1)C(N1CCOCC1)c1ccccc1-2)C(F)(F)F (stereo unspecified) | 1% | -4%
COC(=O)CCN(Cc1ccccc1)S(=O)(=O)c1ccccc1Br | -18% | 4%
CN(C)C(CNC(=O)c1cc(S(=O)(=O)N2CCOCC2)ccc1Cl)c1cccs1 (stereo unspecified) | -17% | 2%
Cc1ccc(NC(=O)c2nc[nH]c2C(=O)NCCCNC(=O)c2[nH]cnc2C(=O)Nc2ccc(C)cc2)cc1 | 7% | -4%
O=C(Nc1csnn1)OCc1ccccc1 | 10% | -3%
COc1cc(/C=C/C(=O)OC[C@H]2O[C@H](OC3(CO)OC(CO)C(O)C3O)[C@H](O)[C@@H](O)[C@@H]2O)ccc1O (stereo partly specified) | 24% | -5%
COC1OC(O)C(NC(=O)C(F)(F)F)CC1O (stereo unspecified) | 19% | 1%
Cn1c(=O)oc2cc(S(=O)(=O)N3CCN(C(=O)c4ccco4)CC3)ccc21 | 1% | 3%
COc1ccc(/C=C/C(=O)Oc2ccc(C=O)cc2OC)cc1 | 25% | 0%
OCCOCCn1c(C2CCCN2c2nc(-c3ccc(F)cc3)cs2)nc2cc(C(F)(F)F)ccc21 (stereo unspecified) | ? | -21%
O=C(Nc1ccc(-c2ccccc2)cc1)c1ccc2c(c1)S(=O)(=O)c1ccccc1C2=O | ? | -6%
COC(=O)c1ccc(CNC(=O)Cn2cc(C)c(=O)[nH]c2=O)cc1 | 10% | 2%
Cn1c(SCC(=O)NCc2ccco2)nnc1C1CC1 | 23% | 2%
COc1ccccc1NC(=O)c1ccc(NC(=O)C2CC2)cc1 | -2% | 0%
Cc1ccc(NC(=O)C(C)OC(=O)COc2cccc(C(F)(F)F)c2)cc1S(=O)(=O)N1CCOCC1 (stereo unspecified) | 6% | -2%
CC[C@H]1CN(C)C[C@@]2(C(=O)OC)Cc3c([nH]c4ccccc34)C(=O)C[C@@H]12 | 6% | 4%
Nc1cc(Cl)cc2c1-c1ccc(Cl)cc1C2 | ? | 1%
CCc1nc2ccccc2c(C(=O)OCC(=O)NC2CC2)c1C | ? | -6%
CCN(c1ccccc1)S(=O)(=O)c1cccc(C(=O)OCC(=O)c2c(N)n(C)c(=O)n(C)c2=O)c1 | ? | -5%
CCCCn1cnc2c(SCc3ccc(Br)cc3)nc(N)nc21 | ? | 4%
Cc1cc(C)c(S(=O)(=O)Oc2ccccc2[N+](=O)[O-])c(C)c1 | 10µM* | -8%
COc1ccc(-c2sc3ccc(N4CCOCC4)cc3c2C#CC2(O)CCCCC2)cc1 | 2.8µM* | -10%
O=C(NCCCN1CCCC1=O)c1cc(S(=O)(=O)N2CCN(c3ccccc3)CC2)ccc1Cl | 14% | -4%
CCOC(=O)C1CCCC12Nc1cccc3cccc(c13)N2 (stereo unspecified) | 7% | -7%
CCn1c(N2CCN(C(c3ccccc3)c3ccccc3)CC2)nc2c1c(=O)[nH]c(=O)n2C | 2% | -1%
COc1cc(/C=C/C(=O)OCC(=O)NCCCc2ccccc2)cc(OC)c1OC | -11% | 0%
Cc1c(C(=O)Nc2ccccc2)cnn1-c1ccccc1 | -3% | 4%
C[C@H](CO)N1C[C@H](C)[C@@H](CN(C)Cc2ccc(Cl)c(Cl)c2)Oc2c(NC(=O)CCC(F)(F)F)cccc2C1=O | -23% | -4%

Some values from above.
CCN(c1ccccc1)S(=O)(=O)c1cccc(C(=O)OCC(=O)c2c(N)n(C)c(=O)n(C)c2=O)c1 in Tb PYK inh: -5%
CCc1nc2ccccc2c(C(=O)OCC(=O)NC2CC2)c1C in Tb PYK inh: -6%
COc1ccccc1NC(=O)c1ccc(NC(=O)C2CC2)cc1 in HCV inhibitor: -2%
Cc1ccc(NC(=O)C(C)OC(=O)COc2cccc(C(F)(F)F)c2)cc1S(=O)(=O)N1CCOCC1 (stereo unspecified) in Tb PYK inh: -2%

New compounds follow:
Compound | HCV inhibitor | Tb PYK inh
c1ccc(NCCC2OCC3(CO2)COC(CCNc2ccccc2)OC3)cc1 (stereo unspecified) | -24% | -9%
COc1ccc(C)cc1S(=O)(=O)NC(C)c1cnn(-c2ccccn2)c1C (stereo unspecified) | ? | -13%
CC(=O)c1ccc(N2CCN(Cc3cc(=O)n4c(-c5ccccc5)csc4n3)CC2)cc1 | 13µM* | 0%
Cc1cc2ccccc2cc1C(=O)c1ccccc1 | -12% | -5%
CSC1=NC2(C[C@H]2c2ccccc2)C(=O)N1C (stereo partly specified) | 12% | 1%
COc1cc2c(c(OC)c1OC)-c1ccc(SC)c(=O)cc1C(NC(=O)c1ccccc1)CC2 (stereo unspecified) | -21% | -13%
